MEKK2 mut-MEK5 – MEK5 binding signal on mutant MEKK2 PB1, primary screen, biochemical, multiplex bead flow cytometry, Alexa488-MEK5; Alexa488-MEK5 binding to MEKK2 mutant; percent response, % at 10 µM; 290,000 tested, 0.35% active; AID 1530, 2009; in the data active = percent response above about 24%, passing the limit was not always enough; also: inactives centre near 1; some results filed as inactive read as strong as hits; reference of the scale not given here
MEKK2 WT-MEK5 – modulators of MEK5 binding to wildtype MEKK2, primary screen, biochemical, multiplex bead flow cytometry, Alexa488-MEK5 | Alexa488-MEK5 binding to MEKK2 WT; actives lie on both sides | binding response (% of control), % at 10 µM | 290,000 tested, 1.1% active | AID 1531, 2009; in the data active = binding response below about 67% or above about 130%
CRFBP-R2 block – antagonists of CRF-BP/CRF-R2 complex, primary screen, cell-based, HEK293, calcium dye fluorescence, uHTS; CRF-induced calcium fluorescence; inhibition, % at 11.8 µM; 350,000 tested, 0.59% active; AID 588475, 2011;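 active = inhibition of the ligand-induced calcium signal above about 50% at the single tested concentration, limit read from the data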
DNA FID counter – compounds displacing fluorescent DNA intercalator, primary screen, artefact control for HCV NS3 helicase inhibitor project, biochemical, FID fluorescence; DNA fluorescent intercalator displacement; inhibition, % at 7.9 µM; 290,000 tested, 0.17% active; AID 1845, 2009; in the data active = inhibition above about 37%;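 also: 0% = vehicle and 100% = reference compound; higher means more ethidium bromide displaced from hairpin DNA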
CRFBP-R2 agonist – agonists of CRF-BP/CRF-R2 complex, primary screen, cell-based, HEK293, calcium dye fluorescence, uHTS | calcium dye fluorescence (FLIPR); percent of saturating CRF peptide response | activation, % at 13.2 µM | 350,000 tested, 0.46% active | AID 588473, 2011;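 active = activation of at least 50%, plus an integration ratio under a set limit after plate pattern correction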;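 also: plate controls were neutral control wells without compound for no effect and CRF at EC100 for full effect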
GalR3 antag – GalR3 antagonists in HEK293 cells, primary screen, cell-based, fluorescence readout; inhibition, % at 3 µM; AID 651719, 2012; 360,000 tested, 0.44% active; HEK293 GalR3-CNG cAMP membrane potential fluorescence; galR3 body fused to GalR1 C-terminus; Galanin receptor type 3 (Homo sapiens), O60755;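 active = inhibition above the screen-wide average plus 3 SD, cut at about 13% in these data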;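 also: forskolin and galanin both at EC90 stimulate the cells; cAMP rise reported by CNG channel membrane potential dye signal; 0% = forskolin plus galanin with DMSO and 100% = forskolin alone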
Target sequence (O60755 1-299 limits assumed): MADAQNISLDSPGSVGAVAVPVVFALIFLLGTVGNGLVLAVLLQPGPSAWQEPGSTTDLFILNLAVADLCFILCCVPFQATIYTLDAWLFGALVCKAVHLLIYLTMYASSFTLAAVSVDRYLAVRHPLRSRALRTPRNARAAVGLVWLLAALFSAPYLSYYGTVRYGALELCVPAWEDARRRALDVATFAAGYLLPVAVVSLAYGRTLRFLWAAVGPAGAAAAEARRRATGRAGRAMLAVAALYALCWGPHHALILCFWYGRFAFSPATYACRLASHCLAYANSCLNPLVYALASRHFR
MEKK3 PB1 HTS – modulators of MEKK3-MEK5 PB1 binding, primary screen, biochemical, wildtype MEKK3, multiplex bead flow cytometry, Alexa488-MEK5; binding response (% of control), % at 10 µM; Mitogen-activated protein kinase kinase kinase 3 (Homo sapiens), Q99759; 290,000 tested, 1.4% active; bead-based flow cytometry, Alexa488-MEK5 binding to MEKK3; actives lie on both sides; 0 = blocked by unlabeled MEK5, 100 = vehicle;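 active = binding response more than 3 SD above or below the average of its plate-row segment, actives on both sides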;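 also: Alexa488 bead fluorescence after subtracting the streptavidin-only scavenger bead signal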
NS3 helicase inh – inhibitors of HCV NS3 helicase, primary screen, biochemical, Cy5 molecular beacon fluorescence; 290,000 tested, 0.56% active; Hepatitis C virus NS3 helicase; NS3 helicase DNA unwinding; inhibition, % at 10.9 µM;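 active = inhibition above the mean of all tested compounds plus 3 SD, set per campaign, cut at about 35% in these data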;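 also: 0% = DMSO wells and 100% = thioflavine S control wells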
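Assay system – hepatitis C virus NS3 helicase domain fragment enzyme · Buffer or medium – MOPS pH 6.5, MgCl2, DTT, Tween20, BSA · Reagent – Cy5/quencher beacon DNA duplex and ATP to start · Compound – single 10.9 µM dose · Timing – 1 h at 25 °C · Technique – Cy5 beacon fluorescence read at start and 1 h · Measure – % inhibition of unwinding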
UBC9 SUMO inh – inhibitors of in vitro SUMOylation cascade, primary screen, biochemical, HTRF, uHTS. HTRF SUMOylation assay, SAE1/SAE2 + UBC9. inhibition, % at 35 µM. 290,000 tested, 0.36% active. AID 2006, 2009; in the data active = inhibition above about 50%, passing the limit was not always enough; also: strong numbers were not always called active
Target sequence (P63279 whole entry, looked up): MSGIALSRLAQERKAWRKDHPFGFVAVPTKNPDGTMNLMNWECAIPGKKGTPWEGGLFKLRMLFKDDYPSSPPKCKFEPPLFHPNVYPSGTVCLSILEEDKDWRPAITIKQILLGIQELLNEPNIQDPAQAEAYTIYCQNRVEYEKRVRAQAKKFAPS
The depositor's hits bear a star; . = no result given. An excerpt; rates above refer to the full screens.

SMILES	MEKK2 mut-MEK5	MEKK2 WT-MEK5	CRFBP-R2 block	DNA FID counter	CRFBP-R2 agonist	GalR3 antag	MEKK3 PB1 HTS	NS3 helicase inh	UBC9 SUMO inh
Cn1cc(C(=O)N2CCOCC2)c2ccccc21	-2	97	-8	-4	-0.7	-5	97	-5	-4
COc1cc(C[C@@H](C)N)c(OC)cc1I	6	111	10	.	0.2	.	107	.	0
Cc1ccc(-n2c(/C=C/c3ccccn3)nc3ccccc3c2=O)cc1	-4	98	-3	-18	0.2	-10	99	-10	-9
Nc1c(C(=O)NCc2ccco2)c2nc3ccccc3nc2n1Cc1ccc(F)cc1	-3	96	4	-11	0.0	-1	101	32	100*
O=C1NC(=O)C(=Cc2cccc(OCCOc3ccccc3)c2)C(=O)N1	3	92	-9	-2	-6.3	-11	100	10	18
Fc1ccccc1CNC1CN2CCC1CC2 (configuration not stated)	-7	93	0	5	-1.4	5	99	7	6
O=C(C1CCN(S(=O)(=O)c2ccccc2)CC1)N1CCC2(CC1)OCCO2	5	102	19	-4	-1.4	-5	102	2	7
CN(C)C(=O)Oc1c(Cl)cc(Cl)c2ccccc12	4	100	15	-6	-2.1	0	100	-2	12
CC(C)C(=O)Nc1ccc(S(=O)(=O)N2CC3CC(C2)c2cccc(=O)n2C3)cc1 (configuration not stated)	-1	92	2	-4	-0.1	-2	93	2	11
N=C1SCC(=O)N1Cc1ccccc1	3	101	-7	5	-0.1	8	99	10	1
COc1cccc(N2C(=O)NC(=O)/C(=C\c3ccc([N+](=O)[O-])s3)C2=O)c1	-9	84	-2	-15	4.0	2	94	13	42
O=C(COc1ccccc1F)N1CCN(CCN2C(=O)c3cccc4cccc(c34)C2=O)CC1	-2	94	70*	-8	-0.1	4	98	3	11
Cn1c(O)c(/C=N/NC(=O)c2ccncc2)c(=O)[nH]c1=S	-3	102	-1	-4	1.0	0	101	1	18
Nc1c(C(=O)NCc2ccco2)c2nc3ccccc3nc2n1CCN1CCOCC1	-2	106	1	-6	-0.6	-6	107	-3	34
O=c1c(C=NCc2cccs2)c(O)n(C2CCCCC2)c(=O)n1C1CCCCC1	1	101	16	-5	3.4	-2	102	10	0
COc1ccc(-n2c(O)c(/C=C3\C=Nc4ccc(Br)cc43)c(=O)[nH]c2=O)cc1	0	93	-50	-2	35	-13	99	15	23
COc1ccc(OCC#CCN2CCNCC2)cc1	3	110	7	5	-0.3	-1	111	5	2
Cc1ccc(C)c(NP(=O)(Oc2ccccc2)Oc2ccccc2)c1	-3	101	-20	-38	2.0	-15	97	1	-8
CCOP(=O)(OCC)/C(C#N)=C/c1ccoc1	5	99	-2	-16	-1.3	-1	100	14	24
C[C@H]1CCCC(=O)CCCCCc2cc(O)cc(O)c2C(=O)O1	2	85	-37	-15	2.1	-1	94	4	-20
CC1(C)NCCN2C(=O)CSC21 (configuration not stated)	2	107	-1	2	-0.5	7	104	15	2
CCCCCCCSc1cc(OC)c(CCN(C)C)cc1OC	28*	147*	-51	32	-3.5	-3	104	-88	-20
Cc1ccc(C)c(OCC(=O)N2CCN(Cc3ccc4c(c3)OCO4)CC2)c1	-5	92	-21	-34	-0.7	-4	100	-8	-4
O=C(c1ccc2nc3ccc(Cl)cc3c(=O)n2c1)N1CCC2(CC1)OCCO2	.	.	5	-29	1.0	0	.	4	.
CCN(CC)c1ccc(N=Cc2c(O)n(-c3ccccc3)c(=O)[nH]c2=O)cc1	-9	100	-41	-16	9.8	-3	96	16	9
CC(NC(=O)Oc1ccccc1)C(c1cccs1)N1CCOCC1 (configuration not stated)	3	101	2	-6	-1.8	3	96	-1	-1
COc1ccc(OC)c(N2C(=O)NC(=O)/C(=C/c3ccc([N+](=O)[O-])s3)C2=O)c1	-1	95	-3	-12	-2.4	1	102	25	53
CCN(CC)c1ccc(C=C2C(=O)NC(=S)NC2=O)cc1	1	84	-32	-7	0.6	-10	103	19	3
OC(c1ccc(F)cc1)(c1ccc(F)cc1)[C@@H]1CCCN1	-2	103	0	4	-1.7	1	104	4	9
Cc1cc(/C=C2\C(=O)NC(=O)N(c3ccc(Cl)cc3)C2=O)c(C)n1C	-5	94	-8	-6	-0.2	-4	93	7	0

Shown with two lines to a compound: part of the list above.
Order of results – MEKK2 mut-MEK5	MEKK2 WT-MEK5	CRFBP-R2 block	DNA FID counter	CRFBP-R2 agonist	GalR3 antag	MEKK3 PB1 HTS	NS3 helicase inh	UBC9 SUMO inh
- COc1ccc(OCC#CCN2CCNCC2)cc1
 : 3	110	7	5	-0.3	-1	111	5	2
- Cc1ccc(C)c(NP(=O)(Oc2ccccc2)Oc2ccccc2)c1
 : -3	101	-20	-38	2.0	-15	97	1	-8
- CCOP(=O)(OCC)/C(C#N)=C/c1ccoc1
 : 5	99	-2	-16	-1.3	-1	100	14	24
- C[C@H]1CCCC(=O)CCCCCc2cc(O)cc(O)c2C(=O)O1
 : 2	85	-37	-15	2.1	-1	94	4	-20
- CC1(C)NCCN2C(=O)CSC21 (configuration not stated)
 : 2	107	-1	2	-0.5	7	104	15	2
- CCCCCCCSc1cc(OC)c(CCN(C)C)cc1OC
 : 28*	147*	-51	32	-3.5	-3	104	-88	-20
- Cc1ccc(C)c(OCC(=O)N2CCN(Cc3ccc4c(c3)OCO4)CC2)c1
 : -5	92	-21	-34	-0.7	-4	100	-8	-4
- O=C(c1ccc2nc3ccc(Cl)cc3c(=O)n2c1)N1CCC2(CC1)OCCO2
 : .	.	5	-29	1.0	0	.	4	.
- CCN(CC)c1ccc(N=Cc2c(O)n(-c3ccccc3)c(=O)[nH]c2=O)cc1
 : -9	100	-41	-16	9.8	-3	96	16	9
- CC(NC(=O)Oc1ccccc1)C(c1cccs1)N1CCOCC1 (configuration not stated)
 : 3	101	2	-6	-1.8	3	96	-1	-1
- COc1ccc(OC)c(N2C(=O)NC(=O)/C(=C/c3ccc([N+](=O)[O-])s3)C2=O)c1
 : -1	95	-3	-12	-2.4	1	102	25	53

Additional structures.
SMILES	MEKK2 mut-MEK5	MEKK2 WT-MEK5	CRFBP-R2 block	DNA FID counter	CRFBP-R2 agonist	GalR3 antag	MEKK3 PB1 HTS	NS3 helicase inh	UBC9 SUMO inh
CC(=O)OC1(c2ccc(C)cc2)CN2CCC1c1ccccc12 (configuration not stated)	-2	105	16	-20	4.2	-2	96	-7	-4
COc1ccc(NC(=S)NC(NC(=O)CF)C(Cl)(Cl)Cl)c([N+](=O)[O-])c1 (configuration not stated)	-2	102	-8	6	1.8	-8	98	-1	14
Cc1ccsc1CNCCc1ccccc1F	5	108	7	4	-0.5	-9	106	8	-1
CCCCCOc1ccc(C)cc1CN(CCCl)CCCl	-15	91	-14	23	-1.8	-5	87	0	1
COCCN1C(=O)NC(=O)/C(=C\c2ccc(Br)cc2)C1=O	0	101	14	-4	1.7	-4	109	-8	15
Cc1cc(/C=C2\C(=O)NC(=O)N(Cc3ccccc3)C2=O)c(C)n1-c1ccc(Cl)c(C(=O)O)c1	2	96	-11	-27	6.1	-2	98	17	59*
Oc1ccc(C(=C(Cl)Cl)c2ccc(O)cc2)cc1	4	106	.	4	.	.	107	-41	-9
O=C1C2CCCN2C(c2cccnc2)N1c1nccs1 (configuration not stated)	.	.	50	0	-2.9	-1	.	-2	19
Cc1nn(Cc2ccccc2)c(C)c1C(=O)NCc1ccccc1F	-1	102	-2	-13	-2.6	-6	102	3	8
O=[N+]([O-])c1ccc(N2CCCC2)c2ccncc12	-1	101	8	9	-2.4	-7	107	6	48
N#CCCn1cc(C(=O)Nc2ccccc2Cl)c(-c2ccc(F)cc2)n1	1	98	0	-21	-1.1	-11	96	2	8
CN1CCC2(CC1)CC(NC=O)c1ccccc1O2 (configuration not stated)	3	109	4	0	0.2	-5	106	-11	10
CCC1(c2ccc(N)cc2)CCC(=O)NC1=O (configuration not stated)	4	106	-3	.	-1.2	4	104	.	.
CCCC(C)C(=O)NC1CCSC1=O (configuration not stated)	-3	96	-2	3	-0.5	-2	98	7	6
CC1=NCCc2c1[nH]c1ccccc21	24	108	-4	-4	3.8	1	93	-66	8
CC(NCc1ccccc1Cl)C(O)c1ccccc1 (configuration not stated)	4	109	-18	4	-0.9	0	101	-1	-5
Cc1ccc(N2C(=O)NC(=O)/C(=C\c3ccsc3)C2=O)cc1C	5	87	.	-4	.	.	98	21	11
CCCCn1c(O)c(C(C)=NCCCN(CC)CC)c(=O)[nH]c1=O	-3	106	-5	2	0.6	-4	101	-1	11
CCc1ccc(-n2c(O)c(C(C)=O)c(=O)[nH]c2=O)cc1 (tested in a mixture with another compound)	14	103	-4	-16	-0.6	-3	105	25	2
COCCNC(=O)Cn1cc(/C=C2\C(=O)NC(=O)N(c3ccccc3F)C2=O)c2ccccc21	11	105	-22	-9	24	-8	103	8	22
Cc1cc(/C=C2/C(=O)NC(=O)N(C)C2=O)c(C)n1-c1ccccc1	0	103	4	-14	1.4	5	115	5	16
CSc1ccccc1C(=O)C1CCCN(Cc2ccncc2)C1 (configuration not stated)	4	106	-1	-6	-1.4	-5	104	12	15
CCc1nc(N2CCNCC2)c(C#N)c2c1CSC(C)(C)C2	.	.	13	0	0.8	-11	.	-7	12
CCn1c(O)c(C=Nc2cc(Cl)ccc2Cl)c(=O)n(CC)c1=O	0	100	-25	-21	4.0	2	98	5	0
COc1ccccc1/C=C1\C(=O)NC(=S)N(c2ccccc2)C1=O	10	103	-1	-13	1.6	-9	105	24	21
CCCCn1c(O)c(C(C)=NCc2cc(OC)cc(OC)c2)c(=O)[nH]c1=O	-4	94	-11	-22	-1.1	-1	100	9	15
Clc1ccccc1C1NCc2ccccc2-n2cccc21 (configuration not stated)	3	108	-3	5	0.1	-9	101	-19	-12
N#CC(C#N)=Cc1ccc(-c2ccccc2)o1	-2	99	.	1	.	.	97	-1	11
CC(=O)N(C1=NCCCS1)c1ccccc1Cl	-1	95	13	1	-1.8	2	98	7	11
Cc1ccc(OCC(=O)N2CCN(Cc3ccc4c(c3)OCO4)CC2)cc1C	1	101	-51	-20	-2.4	-6	98	-5	4
COc1ccccc1CN1CCCC(C(=O)c2ccccc2OC)C1 (configuration not stated)	5	108	4	2	0.2	-11	103	4	7

Bioassay records from PubChem.
